Assay outcomes: PubChem, National Center for Advancing Translational Sciences (NCATS)
FLuc counter: counter-screen for miR-21 project: firefly luciferase inhibitors or activators | Potency, µM (top dose mostly 57.5 µM), inactives show top-dose activity change, negative = inhibition, usual class: inhibitors | purified FLuc, Km substrates, luminescence inhibition | 6.9% of 360,000 active | P08659;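 also: plate controls were vehicle for no effect and reference inhibitor for full effect; nearly all actives have a fitted effect of over 55% in size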
Target sequence (P08659 whole entry, looked up): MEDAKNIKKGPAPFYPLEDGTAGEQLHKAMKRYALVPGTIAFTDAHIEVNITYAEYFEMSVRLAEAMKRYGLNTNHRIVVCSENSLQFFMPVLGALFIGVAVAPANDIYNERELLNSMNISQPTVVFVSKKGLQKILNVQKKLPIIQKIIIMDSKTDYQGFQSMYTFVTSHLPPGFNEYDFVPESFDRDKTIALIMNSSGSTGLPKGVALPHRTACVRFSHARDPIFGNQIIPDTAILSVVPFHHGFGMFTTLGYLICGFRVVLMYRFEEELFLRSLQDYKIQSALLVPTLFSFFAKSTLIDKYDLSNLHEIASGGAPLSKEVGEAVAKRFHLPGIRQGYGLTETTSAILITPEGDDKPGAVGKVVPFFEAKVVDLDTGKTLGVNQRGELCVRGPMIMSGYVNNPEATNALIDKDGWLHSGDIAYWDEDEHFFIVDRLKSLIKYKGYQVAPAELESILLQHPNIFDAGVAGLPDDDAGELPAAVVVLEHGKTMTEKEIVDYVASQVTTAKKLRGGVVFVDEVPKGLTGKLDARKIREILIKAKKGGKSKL
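Biochemical qHTS of compounds, final roughly 60 µM downward over six points, against 10 nM purified firefly luciferase using Km concentrations of substrates (10 uM D-luciferin, 10 uM ATP) in Tris acetate pH 7.5 buffer; luminescence output.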
ELG1 genotoxic: inducers of genotoxicity in HEK293T ELG1-luciferase cells; HEK293T ELG1-luciferase reporter, luminescence, 16 h; Potency, µM (highest dose often 46 µM), for inactives: at the highest dose activity change, positive = activation, hits mostly activators; 1.3% of 330,000 active; AID 504466; also: % of control where 0% means no effect; nearly all actives have a fitted effect of over 60% in size
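Genotoxicity was scored as increased ELG1-luciferase reporter signal, measured by ONE-Glo luminescence (30 min, room temperature). Compound or vehicle exposure of the HEK293T reporter cells lasted 16 hr at 37°C.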
uPA generation: blocks generation of uPA at the cell surface; cell surface uPA generation assay, qHTS; Potency, µM (highest dose often 38.3 µM), for the others: at the highest dose activity change, negative = inhibition, actives largely listed as inhibitors; 0.31% of 330,000 active; active = well fitted inhibition curve with a large enough effect; inconclusive = small, poorly fitted or top-dose-only effect; inactive = no such curve, though single readings can be large or run the other way; tested in mouse RAW 264.7 cells; also: % is scaled to controls: 0 for no effect and ±100 for the full control effect; nearly all actives have a fitted effect of over 55% in size
RORg inh: inhibitors of mouse ROR gamma transcriptional activity. P51450. 5.4% of 310,000 active. AID 2551. Drosophila S2 Gal4-RORgamma UAS-luciferase reporter, 20 h. Potency, µM (top dose mostly 53.6 µM), for inactives: at the top dose activity change, negative = inhibition, usual class: inhibitors; also: % is scaled to controls: 0 for no effect and ±100 for the full control effect; nearly all actives have a fitted effect of over 60% in size
Target sequence (P51450 whole entry, looked up, the tested form may be a part): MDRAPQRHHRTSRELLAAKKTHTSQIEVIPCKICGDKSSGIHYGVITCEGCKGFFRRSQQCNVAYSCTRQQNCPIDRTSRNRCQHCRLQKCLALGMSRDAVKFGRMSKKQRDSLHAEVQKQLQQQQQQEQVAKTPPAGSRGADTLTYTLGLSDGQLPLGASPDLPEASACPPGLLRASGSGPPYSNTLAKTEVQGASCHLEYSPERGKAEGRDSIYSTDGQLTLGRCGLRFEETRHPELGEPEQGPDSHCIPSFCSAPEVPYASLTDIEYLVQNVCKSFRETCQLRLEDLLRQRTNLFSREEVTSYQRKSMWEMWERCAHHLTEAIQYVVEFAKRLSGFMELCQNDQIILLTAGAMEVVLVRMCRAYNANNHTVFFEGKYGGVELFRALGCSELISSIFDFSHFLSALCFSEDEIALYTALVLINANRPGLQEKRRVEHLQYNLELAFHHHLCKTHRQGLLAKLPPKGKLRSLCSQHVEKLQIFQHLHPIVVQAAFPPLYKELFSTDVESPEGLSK
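A Gal4/UAS one-hybrid system in insect cells: metallothionein-promoter Gal4–ROR gamma fusion plus Photinus luciferase reporter. Copper sulfate 700 uM final, 20 hr ambient incubation, luminescent detection after 10 min with reagent.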
CXXC DNA block: MLL CXXC-DNA interaction inhibition. MLL-CXXC / FITC-HOXA9 DNA fluorescence polarization. Potency, µM (titrated, usually from 115 µM), for the others: at the top dose activity change, negative = inhibition, hits mostly inhibitors. 0.037% of 290,000 active. AID 2662; active = well fitted inhibition curve with a large enough effect in the polarisation, with a control signal flat, not every such curve was filed as active; inconclusive = small, poorly fitted or top-dose-only effect, or effect the other way, or a change in a side signal; inactive = no such curve, though single readings can be large or run the other way; the % refers to the polarisation
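Purified MLL-CXXC (added from a 7 uM solution) was preincubated 5 min at ambient with pinned compounds in 50 mM Tris-HCl pH 7.5, 50 mM NaCl, 1 mM DTT, 0.05% BSA. Fluorescein-labeled HOX-A9 DNA (50 nM solution) followed, 30 min, then polarization read.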
p53 reactivation: restores transcriptional activity of mutant p53; Potency, µM (series often up to 92.2 µM), for inactives: at the highest dose activity change, positive = activation, most hits filed as activators; 0.063% of 320,000 active; H1299 p53-A138V BP100-luciferase reporter, luminescence, 24 h; AID 504706; also: % of control where 0% means no effect; nearly all actives have a fitted effect of over 45% in size
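H1299 (p53-null), stable ts p53-A138V + BP100-Luc; 1000 cells/well, Opti-MEM/10% FBS; cpd 4 pt, 1:5; 24 h, 37 deg C, 5% CO2; detection reagent 10 min RT; luminescence.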
MBNL1-CUG inh: inhibitors of human MBNL1 binding to CUG repeat RNA; Q9NR56; TR-FRET MBNL1-His/biotin-(CUG)12 binding, 665/545 ratio; Potency, µM (highest dose often 57.5 µM), without a hit: at the highest dose activity change, negative = inhibition, usual class: inhibitors; 0.036% of 280,000 active; AID 2675; active = well fitted inhibition curve with a large enough effect in the signal ratio, with a control signal flat, not every such curve was filed as active; inconclusive = small, poorly fitted or top-dose-only effect, or effect the other way, or a change in a side signal; inactive = no such curve, though single readings can be large or run the other way; the % refers to the signal ratio; also: % is scaled to controls: 0 for no effect and ±100 for the full control effect
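Compounds (final 92 nM to 58 uM) are added to His-tagged MBNL1 and biotin-(CUG)12, then terbium anti-His antibody and streptavidin-XL665 (5 nM final). After 60 min at room temperature, the 665/545 nm ratio is read.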
NPC1 prom act: activates the NPC1 promoter; Huh7 NPC1 promoter luciferase reporter, 24 h; 2.4% of 320,000 active; Potency, µM (titrated, usually from 9.22 µM), for the others: at the top dose activation, most hits filed as activators; AID 485313;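 also: % of control where 0% means no effect; nearly all actives have a fitted effect of over 60% in size; reporter is driven by a mutant NPC1 promoter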
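Stable NPC1-promoter luciferase Huh7 line; cpd (DMSO) 24 h, 37 °C, 5% CO2; Amplite luciferase reagent 10 min RT; luminescence readout. qHTS format.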
VP16 counter: Gal4-VP16 reporter inhibition counter-screen; Potency, µM (titrated, usually from 53.6 µM), inactives show at the top dose activity, negative = inhibition, hits mostly inhibitors; Drosophila S2 Gal4-VP16 UAS-luciferase, luminescence, 20 h; 3.5% of 310,000 active;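 also: Gal4-VP16 expression switched on by copper sulfate through the metallothionein promoter; % is scaled to controls: 0 for no effect and ±100 for the full control effect; nearly all actives have a fitted effect of over 50% in size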
Rab9 promoter act: activators of Rab9 promoter; Huh7 Rab9 promoter-luciferase reporter, luminescence, 24 h; Potency, µM (top dose mostly 9.22 µM), inactives show top-dose activation, negative = inhibition, usual class: activators; 2.8% of 320,000 active; also: % of control where 0% means no effect; nearly all actives have a fitted effect of over 60% in size
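Promoter activation is measured as luciferase luminescence in Huh7 cells stably transfected with a Rab9 promoter–luciferase construct, following 24 h compound exposure at 37 °C and 10 min reagent incubation at ambient temperature.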
BRCA1 expr up: BRCA1 expression activation | 1.1% of 380,000 active | AID 624202 | Potency, µM (doses to about 46.1 µM), inactives show at the top dose activation, most hits filed as activators | MCF7-BRCA1-FFLuc reporter, luminescence, 48 h; response scale: scaled: vehicle 0%, 10 µM genistein 100%; also: nearly all actives have a fitted effect of over 80% in size; some results filed as inactive show a strong effect at the top dose
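48 h compound treatment of MCF7-BRCA1-FFLuc cells (phenol-red free MEM, 37 °C), then 15 min with luciferase substrate and luminescence imaging.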
* hit, by the source's call; u = inconclusive; x = no result given; & = joins results of further samples; [ ] = remark or other dose. Unless noted, calls follow the shape of the dose curve; as a rule, active = well fitted curve in the direction sought with a large enough effect; inconclusive = small, poorly fitted or top-dose-only effect, or another doubt; inactive = no such curve, though single readings can be large; an effect the other way counts as inactive or inconclusive. Potency is read from the fitted curve at half-maximal effect. These rows are one share of the data. The share of hits here may be higher or lower than overall.

Compound | FLuc counter | ELG1 genotoxic | uPA generation | RORg inh | CXXC DNA block | p53 reactivation | MBNL1-CUG inh | NPC1 prom act | VP16 counter | Rab9 promoter act | BRCA1 expr up
COC(=O)C1=CO[C@@H](O)C2C(CO)=CCC12 (stereo not given in full) | 0.2% | 14.7% | u | x | x | 11.4% | x | -5.1% | x | -10.0% | 0.0%
CC(C)CC(=O)N1CCN(C(=O)CCC2CCCC2)CC1 | -2.0% | -0.1% | 1.7% | 6.5% | 8.8% | 2.9% | 0.5% | -3.5% | -3.6% | -1.4% | -17.2%
C/C=C\C=C/C(=O)Nc1cccc(C2=NOC3(C2)C[C@@H](C(N)=O)N(C(=O)C2(C)CC2)C3)c1 (stereo not given in full) | 15.1µM* | 7.0% | 12.4% | 5.3% | -2.1% | 4.8% | 11.0% | 5.4% | -3.1% | 3.6% | 27.9%
CC1(C)c2ccccc2N2CCC(=O)NC21/C=C/c1ccco1 (stereo not given) | 3.1% | -2.6% | -4.4% | -27.1% | 17.1% | 1.4% | u | 0.2% | 1.4% | 0.4% | -11.5%
C/C(=N\NC(=O)CCn1nc(C)cc1C)C(C)(C)C | -0.2% | 0.1% | 6.9% | 11.2µM* | 4.3% | -9.4% | -5.2% | -1.8% | u | -2.8% | -2.9%
COc1cc(O)c(/C=N/NC(=O)c2ccncc2)c(OC)c1[N+](=O)[O-] | -14.2% | 1.8% | 11.9% | -33.1% | 4.6% | 0.5% | 1.0% | -4.6% | -3.2% | 3.0% | -12.6%
O=c1cc(CSc2n[nH]c(-c3ccncc3)n2)nc2sccn12 | 4.6% | -2.5% | 2.1% | 3.9% | -12.6% | 1.3% | u | -11.4% | -1.6% | 19.3% | -0.5%
CN(C)c1ccc(/C=N/N=C2/SC(CC(=O)O)C(=O)N2c2ccc(O)cc2)cc1 (stereo not given) | u | 0.2% | -1.1% | -7.1% | -13.2% | 4.6% | u | -0.6% | -13.7%[10 µM] | 25.9% | 28.8%
Cc1cc(C)c(NC(=O)C2CC(=O)N(Cc3ccccc3)C2)c(C)c1 (stereo not given) | -1.8% | -2.3% | 0.3% | -10.9% | -1.8% | -3.8% | -2.1% | -7.1% | -8.8% | 1.7% | 0.0%
CCOC(=O)C1CCCN(C(=O)CNC(=O)Cn2ccc3ccccc3c2=O)C1 (stereo not given) | 4.4% | -1.6% | 2.0% | -34.6%[0.365 µM] | 8.1% | 2.4% | 5.8% | -0.6% | x | 1.8% | 16.5%
NC(=O)c1ccsc1NC(=O)COC(=O)c1ccccc1F | 10.7µM* | 4.8% | u | x | x | 10.2% | x | 0.6% | x | -0.3% | 2.4%
Cc1ccc(S(=O)(=O)N(CC(=O)NCCC2=CCCCC2)Cc2ccccc2F)cc1 | 1.3% | -6.9% | 16.4% | 5.0% | -1.2% | 12.5% | 12.4% | 0.0% | 3.9% | -6.6% | -42.4%
O=C(COC(=O)CNC(=O)c1ccc(Cl)c([N+](=O)[O-])c1)NC(=O)c1ccccc1 | -6.6% | 0.0% | -22.4% | 1.4% | -3.8% | 19.2% | u | 1.9% | -0.2% | 0.6% | 4.7%
Cc1[nH]nc2c1C(c1cccc(OC(=O)N3CCOCC3)c1)C(C#N)=C(N)O2 (stereo not given) | -1.1% | -0.7% | -0.1% | -31.5% | 10.0% | 46.9% | -9.2% | -2.5% | -1.0% | -2.8% | -14.6%
Cc1ccccc1NC(=O)c1ccc(C)c(S(=O)(=O)Nc2cccnc2)c1 | 4.8% | -0.7% | -1.2% | 29.7% | -7.3% | -15.0% | -0.7% | -3.3% | -12.7% | 17.2% | -0.4%
O=C(O)c1ccc(S(=O)(=O)NC2CC2)cc1 | -2.0% | 1.7% | 6.7% | -21.2% | 6.8% | 0.3% | -1.3% | -8.6% | 0.3% | 1.4% | 1.2%
O=C(NCc1cccs1)c1cc(-c2ccccc2)on1 | u | 7.31µM* | -5.2% | -36.5% | 5.9% | 25.0% | 13.7% | 2.51µM* | 5.5% | 2.51µM* | 5.01µM*
CCC(CC)N1CCN(S(=O)(=O)c2ccc(OC)cc2)CC1 | -1.6% | -8.5% | 4.8% | 6.2%[1.91 µM] | 1.8% | 6.6% | -10.3% | -6.1% | 2.7% | -2.1% | -43.2%
CCc1ccc2[nH]c(=O)c(CN(CC3CCCO3)C(=S)NCc3ccco3)cc2c1 (stereo not given) | -2.6% | -5.4% | -17.3% | u | -3.7% | 1.6% | -0.1% | 0.1% | u | 0.9% | -6.5%
CCNC(=S)N/N=C/c1ccccc1[N+](=O)[O-] | 3.3% | -0.4% | 2.1% | 4.47µM* | 3.3% | 4.1% | u | -0.2% | u | 1.0% | 12.6%
CCCCCC(=O)Nc1ccc(C(=O)COC(=O)CN2C(=O)NC3(CCCC3)C2=O)cc1 | 0.7% | u | -1.3% | x | x | 4.9% | x | 7.7% | x | 2.0% | 21.1%
CC(C)CCOc1ccc(C2(C)NC(=O)NC2=O)cc1 (stereo not given) | -1.9% | -0.2% | 17.9% | -42.2%[1.91 µM] | -5.5% | x | -6.6% | -0.8% | 0.2% | -0.6% | 30.9%
O=C(c1cc(C2CC2)nn1-c1ccccc1)N1CCN(S(=O)(=O)c2c(F)cccc2F)CC1 | 5.4% | -2.6% | -0.6% | x | x | -11.2% | x | 0.3% | x | 21.4% | -2.2%
CC(=O)CSc1ncnc2sc3c(c12)CCC(C)C3 (stereo not given) | 15.1µM* | 8.0% | 8.3% | 3.16µM* | 1.4% | 6.1% | -3.1% | 9.8% | u | 1.3% | u
O=C(O)c1ccn(Cn2cnc3ccccc32)n1 | -7.8% | -3.6% | 8.6% | -14.7% | -1.3% | 39.2% | -10.3% | 2.5% | -0.4% | 6.7% | 0.7%
O=c1cc(CSc2ccc(Cl)cc2)nc(N2CCOCC2)[nH]1 | 1.5% | -2.5% | -0.7% | 13.8% | 3.8% | -4.5% | -7.5% | 1.2% | 9.4% | -1.7% | 4.3%
O=C(CSc1n[nH]c(Cc2ccccc2)n1)Nc1ccccc1Br | 1.5% | -2.5% | 2.3% | 0.3% | -3.7% | 4.6% | 0.1% | -2.7% | 0.0% | 3.4% | -22.3%
N#Cc1c(NCCN)nc(-c2ccco2)c2c1CCCC2 | -0.9% | -4.8% | -14.5% | -34.8% | -25.2% | 0.0% | 1.0% | -1.3% | -16.6% | -2.4% | -55.9%
CC(C)CCN1CCN(C2CCN(c3ccc4c(c3)OCO4)CC2)CC1CCO (stereo not given) | 0.5% | -4.0% | -0.1% | -18.3% | -5.8% | 2.4% | 4.9% | -3.4% | -20.0% | -3.2% | -39.1%
COc1cccc(COC(=O)C2CCN(S(=O)(=O)c3ccc(F)cc3)CC2)c1OC | -2.0% | -0.6% | -3.9% | x | x | 2.3% | x | -2.8% | x | -0.2% | -5.5%
CCCN(CCC)CCCNC(=O)c1cn(CC)c2ccc(S(=O)(=O)N3CCc4ccccc4C3)cc2c1=O | 2.2%&0.0% | -0.1% | -1.4% | -9.4% | -5.8% | -2.4% | -9.1% | -0.1% | -2.2% | -3.8% | 0.0%&-16.1%
CCOc1ccc(CN(C(=O)c2cccs2)C2CCS(=O)(=O)C2)cc1 (stereo not given) | -0.5% | -0.1% | -2.7% | 0.0% | 9.8% | -2.2% | -5.6% | 3.0% | 0.8% | 0.4% | 18.1%
COc1cccc(-c2c(C(=O)N/N=C/c3ccsc3)nnn2-c2nonc2N)c1 | u | 2.2% | 12.8% | -20.3% | 4.7% | -11.5% | 1.1% | 0.7% | u | 2.1% | 10.3%
COc1cccc(-c2nc(CS(=O)(=O)CC(=O)NCCC(C)C)c(C)o2)c1 | 0.4% | 0.5% | 4.4% | u | 1.5% | -14.5% | -1.2% | -1.5% | 1.9% | -3.0% | -11.5%

Entries of single compounds, looked up by structure:
O=C(CSc1n[nH]c(Cc2ccccc2)n1)Nc1ccccc1Br is listed as FLuc counter = 1.5%; ELG1 genotoxic = -2.5%; uPA generation = 2.3%; RORg inh = 0.3%; CXXC DNA block = -3.7%; p53 reactivation = 4.6%; MBNL1-CUG inh = 0.1%; NPC1 prom act = -2.7%; VP16 counter = 0.0%; Rab9 promoter act = 3.4%; BRCA1 expr up = -22.3%
COc1cccc(-c2nc(CS(=O)(=O)CC(=O)NCCC(C)C)c(C)o2)c1 is listed as FLuc counter = 0.4%; ELG1 genotoxic = 0.5%; uPA generation = 4.4%; RORg inh = u; CXXC DNA block = 1.5%; p53 reactivation = -14.5%; MBNL1-CUG inh = -1.2%; NPC1 prom act = -1.5%; VP16 counter = 1.9%; Rab9 promoter act = -3.0%; BRCA1 expr up = -11.5%
